Assay outcomes (PubChem BioAssay)
ABHD4 inh – ABHD4 inhibitors, primary screen, biochemical, fluorescence polarization, mouse | inhibition, % at 8.92 µM | 0.54% of 370,000 active | (Lyso)-N-acylphosphatidylethanolamine lipase (Mus musculus), Q8VD66 | purified mABHD4, FP-Rh probe fluorescence polarization;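 active = inhibition exceeding the mean over every tested compound plus 3 SD, cut at about 30% in these data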;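 also: 0% = plate median of compound wells and 100% = S159A mutant with DMSO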
Target sequence (Q8VD66 whole entry, looked up): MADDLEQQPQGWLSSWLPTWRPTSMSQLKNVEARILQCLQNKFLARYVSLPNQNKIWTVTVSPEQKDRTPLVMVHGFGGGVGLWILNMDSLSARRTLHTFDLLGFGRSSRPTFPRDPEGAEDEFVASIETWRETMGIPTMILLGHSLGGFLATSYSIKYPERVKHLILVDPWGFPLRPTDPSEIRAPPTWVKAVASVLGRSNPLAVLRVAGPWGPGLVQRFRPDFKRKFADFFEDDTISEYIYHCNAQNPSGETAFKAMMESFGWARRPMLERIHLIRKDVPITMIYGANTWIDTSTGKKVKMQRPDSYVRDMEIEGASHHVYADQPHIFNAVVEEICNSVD
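Assay system: mouse ABHD4 enzyme, wild type / Also added: fluorescent activity-based probe FP-Rh / Doses: single nominal dose of 8.92 µM, 0.89% DMSO final / Timing: 45 min compound pre-incubation plus 60 min probe step, 25 °C / Signal: FP readout, ex 525 nm / em 598 nm / Control set: S159A mutant/DMSO as 100%, compound-well median as 0%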
NR1D1 modulator – modulators of Rev-erb alpha DNA binding, primary screen, biochemical, FITC-DNA, fluorescence polarization, uHTS. AID 1259318, 2017. 0.79% of 370,000 active. Rev-erbα–FITC-DNA binding, 90 min. activity, % at 10 µM;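 active = activity above about 14%, limit read from the data; passing the limit was not always enough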;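 also: 0% = DMSO wells with 35 nM protein and 100% = DMSO wells with 750 nM protein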
PG9 binder – binders of HIV-1 gp120 antibody PG9, primary screen, biochemical, TR-FRET | HIV-1 gp120 / PG9 antibody interaction | TR-FRET gp120-PG9 antibody binding | inhibition, % at 6.7 µM | 0.43% of 360,000 active; in the data active = inhibition above about 8.5%
rCAG binder – binders of r(CAG) RNA repeats, primary screen, biochemical, fluorescence; r(CAG) RNA repeat, TO-PRO-1 dye displacement fluorescence; inhibition, % at 3 µM; 1.3% of 370,000 active; AID 651821, 2012;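 active = inhibition above the plate cutoff, the mean of all test compounds on that plate plus 3 SD, cut at about 35% in these data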;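 also: 0% = DMSO alone and 100% = 100 µM mitoxantrone as full dye displacement; higher means more dye released from RNA so lower well fluorescence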
HTRA1 inhibitor – HTRA1 serine protease inhibitors, primary screen, biochemical, fluorescence polarization, HTS. inhibition, % at 5.96 µM. recombinant HTRA1, FP-rhodamine activity-based probe. 0.5% of 340,000 active. Q92743; in the data active = inhibition above about 36%;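 also: 0% = enzyme with DMSO and 100% = wells lacking enzyme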
Target sequence (Q92743 whole entry, looked up): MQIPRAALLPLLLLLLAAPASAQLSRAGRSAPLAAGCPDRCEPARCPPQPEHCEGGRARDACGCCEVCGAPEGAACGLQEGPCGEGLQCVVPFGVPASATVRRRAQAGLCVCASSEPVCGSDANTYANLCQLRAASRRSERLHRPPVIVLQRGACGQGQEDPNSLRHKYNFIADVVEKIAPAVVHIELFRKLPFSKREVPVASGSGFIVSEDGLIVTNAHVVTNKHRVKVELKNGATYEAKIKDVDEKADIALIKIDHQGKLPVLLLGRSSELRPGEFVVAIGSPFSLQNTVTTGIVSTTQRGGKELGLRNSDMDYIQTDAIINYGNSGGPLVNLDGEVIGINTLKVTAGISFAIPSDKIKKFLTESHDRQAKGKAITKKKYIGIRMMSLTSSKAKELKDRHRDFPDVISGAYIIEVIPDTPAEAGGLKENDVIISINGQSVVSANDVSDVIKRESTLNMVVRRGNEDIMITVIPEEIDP
LEDGF integ inh – blockers of LEDGF/p75-dependent integrase strand transfer – biochemical, TR-FRET, high throughput, primary screen. HIV-1 integrase (with human LEDGF/p75). TR-FRET IN-LEDGF/p75 DNA integration, Eu/Cy5. inhibition, % at 3.7 µM. 0.64% of 370,000 active. AID 743269, 2014;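 active = inhibition above the screen-wide mean plus 3 SD, cut at about 13% in these data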;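 also: signal is the Cy5 over europium emission ratio at 671 and 618 nm; 0% = plate median of compound wells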
MBD2 inh – inhibitors of MBD2 binding to methylated DNA, primary screen, biochemical, TR-FRET, DNA-binding domain, human; Methyl-CpG-binding domain protein 2 (Homo sapiens), Q9UBB5; MBD2 binding to methylated oligonucleotide; inhibition, % at 4.4 µM; 0.31% of 370,000 active; in the data active = inhibition above about 13%
PRMT1 inh – PRMT1 methyltransferase inhibitors, primary screen, biochemical, fluorescence polarization; inhibition, % at 2.79 µM; 1.3% of 370,000 active; Protein arginine N-methyltransferase 1 (Homo sapiens), Q99873; recombinant PRMT1, activity-based probe fluorescence polarization;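 active = inhibition above about 21% made by adding two undisclosed values, limit read from the data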
UHRF1 MBD2 ctr – UHRF1 methylated DNA binding inhibitors, primary screen, counter-screen for MBD2 inhibitor project, biochemical, TR-FRET, human UHRF1, single concentration. E3 ubiquitin-protein ligase UHRF1 (Homo sapiens), Q96T88. UHRF1 binding to methylated oligo. inhibition, % at 4.4 µM. 0.75% of 370,000 active. AID 687016, 2013; in the data active = inhibition above about 21%;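 also: UHRF1 SRA domain binding a hemimethylated CpG hairpin DNA probe; 0% = median of test compound wells and 100% = reference inhibitor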
TCR CD3 inh – inhibitors of human TCR-CD3 interaction, primary screen, biochemical, fluorescence, TAMRA-labeled TCR probe | 0.37% of 360,000 active | T-cell receptor (TCR) | inhibition, % at 9.4 µM | AID 651800, 2012; in the data active = inhibition above about 19%;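 also: recombinant mutant TCR 2C K166C tagged with TAMRA read by polarization; 0% = receptor in buffer alone and 100% = receptor with positive control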
Starred values were filed as active, the others as inactive; / = no result given. Only part of the results is shown. The share of hits here may be higher or lower than overall.

Sequence of screens – ABHD4 inh	NR1D1 modulator	PG9 binder	rCAG binder	HTRA1 inhibitor	LEDGF integ inh	MBD2 inh	PRMT1 inh	UHRF1 MBD2 ctr	TCR CD3 inh
1) OC[C@@H]1CN(Cc2cccnc2)C[C@H](n2cnc3c(N4CCCC4)ncnc32)O1
→ -12	-1	1.7	1	/	-3	8	10	7	2
2) Cc1ccc([N+](=O)[O-])cc1N(CC(=O)Nc1ccc(S(=O)(=O)Nc2cccc(C(F)(F)F)c2)cc1)S(C)(=O)=O
→ -228	8	-3.3	58*	-113	1	-2	0	-3	12
3) C=C(C)CSc1nc2ncccc2[nH]1
→ -5	4	-1.1	-1	7	0	-3	3	4	-7
4) CC1=C/C(=N\NC(=O)c2ccccc2)CC1
→ -3	-3	-2.0	4	1	6	0	-1	7	-7
5) CCOc1ccc2nc(NC(=O)c3ccccn3)sc2c1
→ 4	1	-0.7	5	-3	7	-3	-3	1	0
6) Nc1cc(N)nc(SCC(=O)Nc2ccc3c(c2)OCCCO3)n1
→ 1	10	-1.1	1	4	2	-6	-1	0	1
7) O=C(CSc1ccc2nnc(-c3cccnc3)n2n1)c1ccccc1
→ 2	2	-1.4	0	1	6	-3	-3	0	1
8) Cc1cccc(C)c1OC(=O)CSc1nnc(-c2ccccc2O)o1
→ 6	29*	5.5	-2	-6	0	2	-2	2	-5
9) CCc1noc(C)c1C(=O)N1CC(C)OC(C)C1 (stereo not given)
→ 4	7	2.3	4	4	-2	-3	-2	1	-1
10) COc1cccc(OCc2cc(C(=O)N(C)Cc3nccn3C)no2)c1
→ -2	4	-0.9	-2	-3	-1	2	-1	-1	3
11) O=[N+]([O-])c1ccc(/C=N/NC(=S)Nc2ccccc2)o1
→ 20	-5	-4.3	17	12	1	-3	15	-1	-1
12) CCCCCn1c(=O)c(F)cn(Cc2ccc(OC)c([N+](=O)[O-])c2)c1=O
→ -1	3	1.2	-4	-2	4	7	1	-2	-5
13) O=C1C2C3C=CC(C4CC34)C2C(=O)N1/N=C/c1ccc(-c2ccc([N+](=O)[O-])cc2)o1 (stereo not given)
→ -5	0	-1.9	1	-1	-2	-5	-2	-6	9
14) CSc1cccc(NC(=O)CN(C)S(=O)(=O)c2ccccc2)c1
→ -3	1	0.0	-4	-6	-4	-2	1	1	5
15) Cc1cccc(C(=O)N2CCN(Cc3nc4sc5c(c4c(=O)[nH]3)CCCC5)CC2)c1
→ -3	3	-3.1	-1	0	1	-3	-8	0	8
16) COc1ccc(Cl)cc1NC(=S)Nc1ccccc1C
→ 0	1	2.1	2	1	0	0	-2	-2	-3
17) Nc1nc2c(ncn2[C@@H]2O[C@H](C(=O)N[C@H](Cc3ccccc3)C(=O)NC3CCCCC3)[C@@H](O)[C@H]2O)c(=O)[nH]1
→ 7	6	-2.5	3	/	-3	0	6	2	0
18) Cc1cc(C)c(C)c(S(=O)(=O)NCc2ccc(C(=O)N3CCCCC3)cc2)c1C
→ -4	-4	0.1	-5	-5	1	-4	0	-1	1
19) COC(=O)C1=C(N)OC2=C(C(=O)CCC2)C1c1ccc2c(c1)OCO2 (stereo not given)
→ -1	-3	-0.4	-3	3	6	-3	-7	-1	12
20) CCn1ccnc1CN(C)C(=O)c1ccc(OC2CCN(CCc3ccccc3)CC2)cc1
→ 6	-2	0.7	-7	-4	-3	0	1	3	-3
21) Cc1cc(C)c(C)c(S(=O)(=O)N2CCC(C(=O)OCC(=O)NC3CCS(=O)(=O)C3)CC2)c1C (stereo not given)
→ 1	-6	-1.2	4	6	-1	9	0	-1	-3
22) CC1(C)CC(=O)C(Sc2nnc(-c3ccc(O)cc3)n2CC2CCCO2)C(=O)C1 (stereo not given)
→ -7	4	-0.2	-1	0	3	2	-2	-3	-4
23) CC[C@]12c3[nH]c4cc(CCC(=O)N(C)C)ccc4c3CCN1C(=O)[C@@H](CC(=O)NCCCOC)C[C@@H]2C(=O)N1CCN(C(=O)c2ccco2)CC1
→ 5	-11	-0.9	-1	2	2	-1	1	-1	-8
24) CNc1nc(OC)nc(N2CCOCC2)n1
→ 6	-3	1.7	-3	-2	-1	-3	-2	1	3
25) CC(Oc1cccc(Cl)c1)C(=O)Nc1cc(S(=O)(=O)N2CCOCC2)ccc1N1CCCC1 (stereo not given)
→ -3	3	0.6	2	2	0	-5	-4	-1	0
26) Cc1cccc(N/N=C(\C(N)=O)C2=NC(C)(C)Cc3ccccc32)c1
→ 0	5	1.0	-6	-11	0	0	0	3	-1
27) O=C(C[C@H]1C/C=C\C[C@H](Cc2ccc(F)cc2)C(=O)O[C@@H](c2ccccc2)CNC1=O)N[C@@H](CO)Cc1ccccc1
→ 3	-2	0.3	-2	0	-1	5	-1	2	-5
28) Cc1cc(S(=O)(=O)n2cnc3ccccc32)c(C)cc1Cl
→ 1	2	-0.1	-2	-1	-1	-1	1	-2	7
29) Cc1cc(Br)ccc1OCCCCN1CCCCC1
→ 15	1	-2.3	1	-1	-1	0	-1	2	-1
30) COc1cccc(C(CNC(=O)C2CCN(C(=O)Nc3ccccc3)CC2)N(C)C)c1 (stereo not given)
→ -5	-5	2.9	3	-1	-3	2	3	1	1
31) CC(=O)NCCOC(=O)Nc1sc(=S)n(C)c1C
→ 5	4	-2.4	-4	1	-2	4	2	0	0
32) C[C@@H]1CNC(=O)c2c(C(=O)N(C)Cc3ccccc3)ncn21
→ -4	-2	-1.4	0	/	2	-5	5	3	-7
33) CC(C)(C)NC(=O)CN(C(=O)C1(C)CC(=O)N=C2C=CC=CN21)C1CCCC1 (stereo not given)
→ 7	2	2.0	2	0	0	4	-1	0	-6
34) Cc1c(NC2(C#N)CCCCC2)c(=O)n(-c2ccccc2)n1C
→ 0	3	0.6	0	5	3	3	-3	-3	6
35) CCOC(=O)C1(C(F)(F)F)N=C(C(F)(F)F)Nc2ccc(F)cc21 (stereo not given)
→ -7	0	-1.8	0	3	-1	-4	-4	1	-6
36) CCCC(=O)Nc1cc(C(=O)O)ccc1Sc1ccc(C)cc1
→ 5	-3	1.0	4	-1	0	1	3	-1	-3
37) CCN(C(=O)COC(=O)/C=C/c1ccc(OC)c(OC)c1)c1c(N)n(Cc2ccccc2)c(=O)[nH]c1=O
→ -5	1	-0.2	2	5	-4	0	5	2	-10
38) CCc1c(C)c2ccc(OC(C)C(=O)NC(Cc3c[nH]c4ccc(O)cc34)C(=O)O)c(C)c2oc1=O (stereo not given)
→ 12	-4	-1.9	23	5	1	1	4	-3	-1
39) Cc1ccc2nc3c(c(C(=O)O)c2c1)CCC3
→ -2	-8	0.1	4	-1	0	-3	6	21*	1
40) c1ccc2c(Cn3nnc4ccccc43)cccc2c1
→ -5	-2	-1.3	-3	-8	1	-7	-1	2	5
41) COc1ccc(/C=C/C=C2\N=C(SC)SC2=O)cc1
→ -7	7	-1.6	5	-2	3	1	-3	-4	-1
42) Cc1ccc(C)c(NC(=O)CN(C)C(=O)CN2C(=O)NC3(CCc4ccccc43)C2=O)c1 (stereo not given)
→ 5	-5	-1.7	1	-1	0	0	3	-2	-5
43) CC(C)OP(=O)(OC(C)C)C(Nc1ccc([N+](=O)[O-])cc1)c1cccc([N+](=O)[O-])c1 (stereo not given)
→ -9	0	-2.0	-4	-6	3	-4	-6	1	5
44) Cc1c(C(=O)O)sc2nc(-c3cccs3)cc(C(F)(F)F)c12
→ -5	-2	-0.3	20	-22	5	0	1	-1	5
45) Nc1nc2cc(Cl)c(Br)cc2o1
→ -2	-4	-2.2	0	0	3	2	-2	5	-5
46) CCc1cc2cc(C)cc(C)c2nc1SCC(=O)N1CCN(C(=O)c2ccco2)CC1
→ -1	-6	-1.4	-1	-3	-4	1	1	-2	0
47) CC1C(=O)OC(c2ccc(Br)cc2)C(C)(C)C1=O (stereo not given)
→ -5	-7	-0.2	-2	2	-3	4	-4	2	7
48) COc1ccc(C(=O)Nc2ccc(-c3nnn(CC(=O)NCc4ccco4)n3)cc2)cc1
→ -9	0	1.3	5	-4	0	2	0	-3	2
49) Clc1cc(/C=N\NC2=NCCN2)cc(Cl)n1
→ 0	-1	-1.1	-1	/	5	-1	-4	-6	5
50) CCN(CC)c1ccc(C(=O)N/N=C/c2ccccc2OC(F)F)cc1
→ 16	4	-1.6	5	4	-5	-1	3	3	-1
51) Cc1cccc(NC(=O)CN2CCN(C(=O)C(C)Oc3ccc(C#N)cc3)CC2)c1C (stereo not given)
→ -1	6	-1.4	-1	2	2	-3	-5	-4	6
52) COc1cc(CN(C)Cc2cc(=O)n3ccsc3n2)ccc1OC(F)F
→ 3	0	-0.4	-6	5	-3	3	4	-1	-2
53) CCOC(=O)c1cc(-c2ccc(/C=C3/C(=O)NC(=O)C(C#N)=C3C)o2)ccc1Cl
→ 4	8	-0.8	14	8	-1	-4	5	-6	5

Reprinted at random: 2 records from the list.
Sequence of screens – ABHD4 inh	NR1D1 modulator	PG9 binder	rCAG binder	HTRA1 inhibitor	LEDGF integ inh	MBD2 inh	PRMT1 inh	UHRF1 MBD2 ctr	TCR CD3 inh
50) CCN(CC)c1ccc(C(=O)N/N=C/c2ccccc2OC(F)F)cc1
→ 16	4	-1.6	5	4	-5	-1	3	3	-1
48) COc1ccc(C(=O)Nc2ccc(-c3nnn(CC(=O)NCc4ccco4)n3)cc2)cc1
→ -9	0	1.3	5	-4	0	2	0	-3	2

Individual results from the results shown.
CC1C(=O)OC(c2ccc(Br)cc2)C(C)(C)C1=O (stereo not given) | UHRF1 MBD2 ctr: 2
Cc1c(NC2(C#N)CCCCC2)c(=O)n(-c2ccccc2)n1C | rCAG binder: 0
